Screens as filed in PubChem.
GLA spleen mod: inhibits or activates alpha-galactosidase in human spleen homogenate; P06280; human spleen homogenate, 4MU-alpha-Gal fluorescence, 40 min; Potency, µM (series often up to 80 µM), for the others: at the highest dose activity change, negative = inhibition, actives largely listed as inhibitors; 0.008% of 240,000 active; AID 2107;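 also: potency is read from the fitted curve at half-maximal effect; 0% = enzyme with vehicle and -100% = no enzyme basal signal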
Target sequence (P06280 32-429 limits assumed): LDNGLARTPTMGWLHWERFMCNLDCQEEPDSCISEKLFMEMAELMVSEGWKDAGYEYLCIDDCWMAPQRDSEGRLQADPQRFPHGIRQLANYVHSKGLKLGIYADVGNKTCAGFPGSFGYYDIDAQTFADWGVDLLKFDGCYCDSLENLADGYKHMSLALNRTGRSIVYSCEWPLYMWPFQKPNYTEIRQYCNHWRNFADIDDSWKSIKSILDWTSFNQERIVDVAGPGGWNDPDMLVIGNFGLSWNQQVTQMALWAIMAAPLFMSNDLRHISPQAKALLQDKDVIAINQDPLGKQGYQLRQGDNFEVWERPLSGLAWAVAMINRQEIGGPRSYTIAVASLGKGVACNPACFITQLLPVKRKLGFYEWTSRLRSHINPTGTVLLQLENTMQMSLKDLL
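Human spleen homogenate (1 ug) was the enzyme source, with 4-methylumbelliferyl-alpha-D-galactopyranoside (1 mM final) in pH 5.0 citrate buffer with 0.01% Tween-20. Compounds were titrated; after 40 min at 37C, NaOH/glycine stop, 4-MU fluorescence read; AC50 from Hill fits.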
CBFb RUNX1 block: blocks binding between human CBF-beta and RUNX1. AlphaScreen CBFb-His/RUNX1-biotin binding, biochemical. 230,000 tested, under 10 active. AID 1477. Potency, µM (doses to about 59.8 µM), inactives show top-dose activity, negative = inhibition, hits mostly inhibitors; also: % of control where 0% means no effect
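AlphaScreen binding: CBFb-His and RUNX1-biotin (30 nM each) preincubated 20 min, compound added for 15 min, then nickel and streptavidin beads for 90 min, all at room temperature. Disruption of the interaction by any mechanism counts as activity.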
NPSR antagonist: antagonists of human neuropeptide S receptor cAMP signaling | AID 1461 | Potency, µM (doses to about 38.3 µM), without a hit: at the highest dose activity change, negative = inhibition, most hits filed as inhibitors | Q6W5P4 | 1% of 220,000 active | CHO-NPSR cells, cAMP TR-FRET, antagonist mode; also: potency is read from the fitted curve at half-maximal effect; % is scaled to controls: 0 for no effect and ±100 for the full control effect; nearly all actives have a fitted effect of over 50% in size; many of its hits are not listed in these tables
Target sequence (Q6W5P4 whole entry, looked up): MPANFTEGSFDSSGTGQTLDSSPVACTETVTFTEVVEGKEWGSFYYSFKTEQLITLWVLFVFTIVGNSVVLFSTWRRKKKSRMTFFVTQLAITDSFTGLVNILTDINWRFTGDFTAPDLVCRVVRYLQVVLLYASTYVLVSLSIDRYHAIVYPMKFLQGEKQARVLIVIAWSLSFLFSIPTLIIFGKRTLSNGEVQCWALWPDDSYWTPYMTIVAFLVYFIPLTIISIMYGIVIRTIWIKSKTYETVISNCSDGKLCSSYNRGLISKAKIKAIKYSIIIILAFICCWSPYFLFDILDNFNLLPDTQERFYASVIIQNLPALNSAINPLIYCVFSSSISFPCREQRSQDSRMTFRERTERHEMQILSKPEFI
IMPase Li inh: IMPase inhibition in cells with lithium potentiation. CHO-M1 cells, IP1 TR-FRET (IP-One), carbachol + lithium. Potency, µM (series often up to 59.4 µM), for inactives: at the top dose activity, negative = IMPase inhibition, most hits filed as inhibitors. 0.35% of 210,000 active. AID 1457;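 also: IP1 builds up when IMPase is blocked and the TR-FRET signal falls; potency is read from the fitted curve at half-maximal effect; plate controls were basal vehicle for no effect and high inhibitor control for full effect; nearly all actives have a fitted effect of over 50% in size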
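CHO cells stably expressing M1 receptor (2000/well, cultured 16–30 h) treated 30 min at 37C with compound plus low lithium. Cytosolic IP1 by TR-FRET (665/620 ratio and 620 channel) after 10 min lysis; AC50 by Hill fit.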
Lamin A splicing: LMNA splicing modulation; HeLa LMNA splicing GFP/RFP minigene ratio, 48 h; Potency, µM (titrated, usually from 46.1 µM), inactives show at the highest dose ratio change, negative = inhibition, actives largely listed as inhibitors; 0.01% of 200,000 active; active = well fitted inhibition curve with a large enough effect in the signal ratio, with a control signal flat, not every such curve was filed as active; inconclusive = small, poorly fitted or top-dose-only effect, or effect the other way, or a change in a side signal; the % refers to the signal ratio; also: potency is read from the fitted curve at half-maximal effect; % is scaled to controls: 0 for no effect and ±100 for the full control effect
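S3 HeLa cells stably expressing lamin A-EGFP splicing minigene plus DsRed2, 600 cells/well, 48 h compound exposure at 37C. Laser-scanning cytometry; analysed as GFP (500-530 nm)/RFP (575-640 nm) total intensity ratio; 0.5% DMSO vehicle.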
KinaseGlo FLuc: counter-screen: inhibitors of Kinase-Glo firefly luciferase. Potency, µM (highest dose often 38.3 µM), without a hit: top-dose activity change, negative = inhibition, usual class: inhibitors. 0.28% of 200,000 active. AID 1379. Kinase-Glo luciferase, ATP luminescence, 8 min; also: potency is read from the fitted curve at half-maximal effect; % is scaled to controls: 0 for no effect and ±100 for the full control effect; nearly all actives have a fitted effect of over 60% in size
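Kinase-Glo luciferase light output from ATP and luciferin was measured with 10 uM ATP, within the enzyme's linear range. Buffer: 50 mM imidazole pH 7.2, 50 mM KCl, 7 mM MgCl2, 0.01% Tween 20, 0.05% BSA; luminescence read after 8 min at ambient temperature.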
Epigenetic reg: derepresses silenced GFP reporter in murine cells; murine LDR cells, GFP reporter derepression, 30 h; Potency, µM (series often up to 53.9 µM), for the others: at the highest dose GFP activation, actives largely listed as activators; 0.2% of 280,000 active; AID 1865; also: potency is read from the fitted curve at half-maximal effect; % of control where 0% means no effect; nearly all actives have a fitted effect of over 60% in size
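Murine LDR cells carrying a silenced, genomically integrated CMV-driven GFP reporter were exposed to compound for 30 hours at 37 C. After PBS washes, GFP-positive cells (20–120 um objects) were counted by laser-scanning microplate cytometry.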
The depositor's hits bear a star; u = inconclusive; x = no result given; & = joins results of further samples; [ ] = another dose, or the depositor's remark. Unless noted, calls follow the shape of the dose curve; as a rule, active = well fitted curve in the direction sought with a large enough effect; inconclusive = small, poorly fitted or top-dose-only effect, or another doubt; inactive = no such curve, though single readings can be large; an effect the other way counts as inactive or inconclusive. This is a subset. The share of hits here may be higher or lower than overall.

Structure | GLA spleen mod | CBFb RUNX1 block | NPSR antagonist | IMPase Li inh | Lamin A splicing | KinaseGlo FLuc | Epigenetic reg
Cc1nn(Cc2ccccc2)c(C)c1C(=O)OCC(=O)NC1CCS(=O)(=O)C1 (stereo not given) | 4% | 5% | 11% | -1% | 11% | 1% | 0.1%
Cc1ccc(C)c(OCC(=O)N2CCN(Cc3ccc4c(c3)OCO4)CC2)c1 | 11% | 1% | 7% | -3% | x | -3% | 5.8%
Cc1cccn2c(=O)c3c(nc12)N1CCC(Cc2ccccc2)CC1C1(C3)C(=O)N(C)C(=O)N(C)C1=O (stereo not given) | 4% | 1% | u | 42%[activator][38.3 µM] | -20% | -4% | 6.0%
CC(C)(COCC1CO1)COCC1CO1 (stereo not given) | -12% | 21%[21.7 µM] | x | 15% | x | x | x
O=c1[nH]c(=S)n(C2CC2)c(O)c1C=Nc1ccc2c(c1)OCO2 | u | 0% | 5% | x | x | x | 4.4%
O=c1c2ccccc2nc(/C=C/c2ccc([N+](=O)[O-])o2)n1-c1ccc(O)cc1 | 0% | 2% | -30% | 9% | x | -1% | 1.5%
CC1(C)C(=O)C=C[C@@]2(C)C1=C(O)C(=O)[C@@]1(C)C2CC[C@@]2(C)C(c3ccoc3)C[C@H]3O[C@@]321 (stereo not given in full) | 10% | 8% | x | 21% | x | -8% | 1.3%
O=P(O)(O)C(O)(Cn1ccnc1)P(=O)(O)O | -4% | -9% | x | 2% | u | 3%[39.9 µM] | 1.4%
CCOC(=O)c1c(C)n(CCOC)c2ccc(O)cc12 | 2% | 11% | -6%[46.1 µM] | 16%[38.3 µM] | 8% | -2% | -0.8%
CC(=O)NNC(=O)CN1C(=O)CN=C(c2ccccc2)c2cc(Br)ccc21 | -3% | -5% | 10% | -7% | x | 1% | 2.5%
CN(N=O)c1ccc(O)c(O)c1 | -18% | x | -14%[46.1 µM] | 17% | u | u | -1.2%
CN1C(=O)CCS(=O)(=O)C1c1ccc(Cl)cc1 (stereo not given) | -1%&7%&4% | -4%&9% | -8%[46.1 µM] | -3%&1%&3% | u | 0%&-1% | -1.2%&0.0%&-4.1%

Some entries already given, showing only NPSR antagonist:
SMILES,NPSR antagonist
Cc1nn(Cc2ccccc2)c(C)c1C(=O)OCC(=O)NC1CCS(=O)(=O)C1 (stereo not given),11%
Cc1ccc(C)c(OCC(=O)N2CCN(Cc3ccc4c(c3)OCO4)CC2)c1,7%

Next section
Structure | GLA spleen mod | CBFb RUNX1 block | NPSR antagonist | IMPase Li inh | Lamin A splicing | KinaseGlo FLuc | Epigenetic reg
CCCOC(=O)c1ccccc1C(=O)OCCC | -4% | -3%[21.7 µM] | x | -6% | x | x | x
COc1ccc2cc1Oc1ccc(cc1)CC1c3cc(c(OC)cc3CCN1C)Oc1c(OC)c(OC)cc3c1C(C2)N(C)CC3 (stereo not given) | 4% | 13% | x | 39%[activator] | x | -7% | -0.3%
Cc1ccc(OP(=O)(Oc2ccc(C)cc2)Oc2ccc(C)cc2)cc1 | -9% | u | x | 21% | x | x | x
COc1ccc2c(c1)c(CCN)c(C)n2Cc1ccccc1 | -3% | -9% | -39% | x | x | x | -1.0%
NC(N)=NCCCCCCCCCCN=C(N)N | -20%&5% | 5% | x | 8%&9% | x | -1% | 0.0%&1.1%
NCCc1ccccc1 | -23% | -23% | x | -21% | x | x | 0.0%
CCN1CCC[C@@H](OC(=O)C(c2ccccc2)c2ccccc2)C1 | -4%[29.1 µM] | 2%[21.7 µM] | x | 30% | u | 2%[17.1 µM] | 1.1%[16.9 µM]
Cc1ccc(N2C(=O)NC(=O)C(CCc3ccccn3)(Cc3ccc(F)cc3)C2=O)cc1 (stereo not given) | 2% | 3% | -4% | 5% | 14%[46 µM] | -2% | 1.9%
Cc1ccc2nc(C)n(-c3ccc(F)cc3)c(=O)c2c1 | -5% | -1% | 9% | 0% | x | -2% | -4.5%
Nc1ccc(Cc2ccc(N)cc2)cc1 | 5% | 1%[21.7 µM] | x | 15% | x | x | x
Cc1ccc(CN2CCCC(C(=O)c3cccc(C(F)(F)F)c3)C2)o1 (stereo not given) | 5% | 2% | 47% | 17% | x | 1% | 0.0%
O=c1[nH]c(=O)n(Cc2ccco2)c(O)c1C=NCc1cccs1 | -11% | -6% | -10%[46.1 µM] | -14%[38.3 µM] | 7% | -4% | -0.9%
CCN(CC)N=O | 5% | 20%[21.7 µM] | x | 13% | x | x | x
CN(C)P(=NC(=S)c1cccn1C)(N(C)C)N(C)C | 13% | -8% | -4%[46.1 µM] | -5%[38.3 µM] | 8% | 1% | -0.7%
c1cncc([C@H]2CCCCN2)c1 | 14% | 1%[21.7 µM] | x | 14% | x | 1% | 0.4%
CC(=O)[C@@]1(O)CC[C@H]2[C@@H]3CC=C4C[C@@H](O)CC[C@]4(C)[C@H]3CC[C@@]21C | 1% | 3% | -6% | 1% | 1% | -2% | 0.2%
ClC=C(Cl)Cl | -10% | 6%[21.7 µM] | x | 8% | x | x | x
O=C1OCc2cc(N=Nc3c(O)[nH]c(=O)[nH]c3=O)ccc21 | 3% | -2% | 24% | x | x | x | -0.1%
O=C(Nc1nc(-c2ccccc2)c(-c2ccccc2)s1)c1ccc(S(=O)(=O)N(CCCl)CCCl)cc1 | -4% | 6% | -12% | 3% | -7% | -1% | 3.4%
OC1/C(=C/c2ccc(Cl)cc2Cl)N2CCC1CC2 (stereo not given) | 3% | 11% | 5% | 6% | x | x | 1.1%
CC(=NCc1ccc2c(c1)OCO2)c1c(O)n(Cc2ccccc2)c(=O)[nH]c1=O | 3% | 0% | -31% | x | x | x | -1.1%
CCCOc1ccccc1C1SCC(=O)Nc2c1c(=O)[nH]n2C(C)CCC (stereo not given) | 11% | -3% | -3%[46.1 µM] | 0%[38.3 µM] | u | 1% | -7.2%
Cc1ccccc1-n1c(O)c(/C=N/NC(=O)c2ccccc2O)c(=O)[nH]c1=S | 0% | u | -7% | x | x | x | 0.0%
CC/C=C\C/C=C\C/C=C\C/C=C\C/C=C\CCCC(N)=O | -6% | -6% | x | 16% | x | 0% | -1.1%
O=P(O)(Oc1ccccc1)OC(c1ccccc1)C(F)(F)F (stereo not given) | -2% | 10% | 13% | -4% | x | 1% | -0.1%
COP(=O)(OC)C(NS(=O)(=O)c1ccccc1)C(Cl)(Cl)Cl (stereo not given) | -10% | 1% | -8% | 2% | x | 3% | 0.2%
CCC(=Nc1ccc(OC)cc1OC)c1c(O)[nH]c(=O)[nH]c1=O | -3% | 0% | -4%[46.1 µM] | 2%[38.3 µM] | -2% | 13% | -1.0%
COc1cc2c(cc1OC)[C@@H]1C(=O)c3ccc(OC)c(CC=C(C)C)c3OC1CO2 (stereo not given in full) | 3% | x | x | 18% | u | 0% | -2.5%
CN1[C@@H](C[C@@H](O)c2ccccc2)CCC[C@@H]1C[C@H](O)c1ccccc1 | -10%[29.1 µM] | 10%[21.7 µM] | x | 2% | 4% | 0%[17.1 µM] | -0.3%[16.9 µM]
C[N+]12CCC(CC1)C(OC(=O)C(O)(c1ccccc1)c1ccccc1)C2 (stereo not given) | 6%&4% | 11%&15% | 17% | 20%&21% | 0% | -7%&-5% | 0.2%&0.0%
CC(C)CN1CCCC2(CCN(C(=O)c3ccncc3)CC2)C1 | -3% | x | x | 24% | x | 1% | x
O=C1NC(=S)NC(=O)C1C/C=C/c1ccccc1 | 3% | -3% | -7%[46.1 µM] | 22%[38.3 µM] | 6% | 3% | 2.8%
Cc1nn(Cc2ccccc2)c(C)c1C=C1C(=O)NC(=O)NC1=O | 2% | 1% | 5% | -5% | 6% | 2% | 2.2%
Cc1cccc(-n2c(-c3ccco3)nc3ccccc3c2=O)n1 | 14% | 3% | -12%[46.1 µM] | -2%[38.3 µM] | -12% | 2% | -14%
CCCNC(=O)c1c(N)n(Cc2ccco2)c2nc3ccccc3nc12 | 18% | 7% | u | 19%[38.3 µM] | 0% | -4% | 4.1%
O=c1[nH]c(=O)n(-c2ccccc2F)c(O)c1C=NCCC1=CCCCC1 | -2% | -3% | -13% | 1% | x | 3% | 4.5%
CCCCn1c(O)c(C(CC)=Nc2ccc3c(c2)CCC3)c(=O)[nH]c1=O | -4% | 1% | -1%[46.1 µM] | 22%[38.3 µM] | u | 12% | -4.2%
COC(=O)c1c(N)n(Cc2ccc(OC)cc2)c2nc3ccccc3nc12 | u | 20% | -30%[46.1 µM] | 26%[38.3 µM] | -8% | 0% | 0.0%
CCCCn1c(O)c(C=Nc2c(C)n(C)n(-c3ccccc3)c2=O)c(=O)[nH]c1=O | 2% | -3% | -7%[46.1 µM] | 18%[38.3 µM] | 7% | -3% | -0.7%
CC(=O)Nc1ccc(OC(=O)c2ccccc2N)cc1 | u | -2% | -11%[46.1 µM] | -1%[38.3 µM] | 20% | -3% | 0.0%
O=[N+]([O-])c1ccc(N2CCCC2)c2ccncc12 | -2% | -14% | -40% | 18% | x | 1% | 0.3%
Cc1ccsc1C(=O)C1CCCN(Cc2cn(C)nc2C)C1 (stereo not given) | -4% | 4% | -4% | 21% | x | 6% | 3.2%
CCOC(=O)c1cc(C(O)(C(=O)OC)C(F)(F)F)c(/N=C/N(C)C)o1 (stereo not given) | -1% | -2% | -8%[46.1 µM] | -3%[38.3 µM] | 9% | 6% | -3.1%
COC1=CCC2([N+](=O)[O-])CN(C)CC1([N+](=O)[O-])C2 (stereo not given) | 13% | -9% | 20% | 2% | -6% | 4% | -1.0%
CN(C)C(=O)Oc1ccnc2cc(Cl)ccc12 | -1% | 3% | 12% | -2% | u | 2% | -6.0%
CCOc1c(P(=S)(N(C)C)N(C)C)c(C)nn1-c1ccccc1 | 3% | 18% | -14%[46.1 µM] | 3% | -14% | -1% | 0.0%
O=C1C=C2C=CC3C[C@@]2(O1)C1CCCCN31 (stereo not given in full) | 8% | -6% | x | 18% | x | -2% | 2.7%
O=c1[nH]c(=O)n(CCC2=CCCCC2)c(O)c1C=NCCCn1ccnc1 | -20% | -1% | 0%[46.1 µM] | -11%[38.3 µM] | u | -7% | 2.8%
O=C(NC(=O)c1c(F)cccc1F)Nc1cc(Cl)c(F)c(Cl)c1F | -9% | -4% | 8% | x | x | x | -0.2%
Cc1nn(C)c(C)c1-c1cccc2c1CCC(N(C)C)C2 (stereo not given) | -4% | -4% | x | 28% | x | -4%[39.9 µM] | -4.6%
